# ARFGAP1 inhibitor – inhibitors of rat ARFGAP1 GAP activity, primary screen, biochemical, fluorescence polarization, GDP tracer; ADP-ribosylation factor GTPase-activating protein 1 (Rattus norvegicus), Q62848; Arfgap1-stimulated ARF1 GTP hydrolysis, GDP FP detection; inhibition, % at 16.5 µM; actives 0.26% (n = 360,000); AID 651572, 2012;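 active = inhibition above a per-plate limit, mean inhibition of low control wells plus 3 SD, cut at about 25% in these data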;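 also: 0% = DMSO wells with enzyme and 100% = wells lacking Arfgap1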
#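 Material: rat Arfgap1 GAP domain (His6, aa 1-136), purified enzyme. Also added: human ARF1(Δ1-17)-GTP substrate. Compound dosing: 16.5 µM single point, 1.26% DMSO. Timing: enzyme reaction 120 min at 25 °C after 20 min preincubation. Signal: GDP detection by fluorescence polarization. Read-out basis: percent inhibition of GAP-stimulated GDP formation, scaled between DMSO and no-Arfgap1 medians.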
# ADAM10 inh – human ADAM10 inhibitors, primary screen, biochemical, QFRET, HTS; Disintegrin and metalloproteinase domain-containing protein 10 (Homo sapiens), O14672; recombinant ADAM10, EDANS/DABCYL FRET peptide cleavage, 3 h; inhibition, % at 7 µM; actives 0.62% (n = 370,000); AID 720582, 2013;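 active = inhibition above a per-campaign cutoff equal to the mean of compounds falling between control-based bounds plus 3 SD, cut at about 20% in these data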;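 also: 0% = DMSO wells while the 100% control is not disclosed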
# Tn6 DDE FP – inhibitors of Tn6 peptide binding to fibrin DD(E), primary screen, biochemical, fluorescence polarization, human fibrin, Tn6 probe. inhibition, % at 8.3 µM. Fibrinogen beta chain (Homo sapiens), P02675. AID 720509, 2013. actives 0.21% (n = 370,000). Fibrin DD(E) TRITC-Tn6 fluorescence polarization displacement;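 active = inhibition above a per-campaign cutoff: mean of compounds within control limits plus 3 SD, cut at about 15% in these data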;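 also: 0% = median of all compound wells on the plate and 100% = blocking peptide control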
# SIAE inh – human SIAE inhibitors, primary screen, biochemical, fluorescence polarization, FP-Rh probe, 1536-well HTS | SIAE FP-Rh probe binding | inhibition, % at 9.66 µM | actives 0.69% (n = 370,000);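 active = inhibition above a cutoff: mean of compounds within the control limits plus 3 SD of those, cut at about 17% in these data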;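 also: 0% = plate median of compound wells and 100% = probe without SIAE protein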
# Target sequence (Q9HAT2 whole entry, looked up): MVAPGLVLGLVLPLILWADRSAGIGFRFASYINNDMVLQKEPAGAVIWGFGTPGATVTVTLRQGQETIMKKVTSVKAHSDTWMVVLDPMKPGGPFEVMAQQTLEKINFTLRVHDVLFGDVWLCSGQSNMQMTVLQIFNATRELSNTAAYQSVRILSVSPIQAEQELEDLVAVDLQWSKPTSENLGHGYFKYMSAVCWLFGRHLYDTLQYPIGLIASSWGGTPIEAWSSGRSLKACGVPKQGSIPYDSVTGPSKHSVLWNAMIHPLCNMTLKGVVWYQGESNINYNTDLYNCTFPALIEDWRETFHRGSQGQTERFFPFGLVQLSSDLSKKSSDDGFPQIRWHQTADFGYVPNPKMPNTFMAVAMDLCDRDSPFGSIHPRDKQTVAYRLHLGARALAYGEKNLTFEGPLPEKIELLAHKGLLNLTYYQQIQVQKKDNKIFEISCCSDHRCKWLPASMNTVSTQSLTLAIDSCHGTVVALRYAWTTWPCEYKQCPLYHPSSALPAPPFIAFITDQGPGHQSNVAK
# Tn7 DDE FP – inhibitors of Tn7 peptide binding to fibrin DD(E), primary screen, biochemical, fluorescence polarization, human fibrin, Tn7 probe. FP displacement of FITC-Tn7 peptide from fibrin DD(E); 0% = median of compound wells per plate. inhibition, % at 8.3 µM. actives 0.13% (n = 370,000);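 active = inhibition above the mean of compounds falling within the control limits plus 3 SD of them, cut at about 14% in these data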;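 also: 0% = plate median of compound wells and 100% = 10 µM Aha-Tn7 peptide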
#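 assay system = human clot-derived fibrin DD(E) complex | quantity = Fibrin-DD(E) at 2 µM final | timing = 10 min preincubation, 3 h with tracer, room temperature | signal = fluorescence polarization | measure = percent inhibition | benchmarks = high control wells with 10 µM unlabelled Aha-Tn7 peptide (full inhibition) | replicates = singlicate testing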
# ADAM17 inh – ADAM17 inhibitors, primary screen, biochemical, QFRET; recombinant ADAM17, EDANS/DABCYL FRET peptide cleavage; inhibition, % at 6.95 µM; actives 0.83% (n = 370,000); AID 720648, 2013;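 active = inhibition above the mean of compounds lying between control limits plus 3 SD, set per campaign, cut at about 8.5% in these data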;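 also: 0% = DMSO-only wells as the low control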
# Target sequence (P78536 215-824 limits assumed): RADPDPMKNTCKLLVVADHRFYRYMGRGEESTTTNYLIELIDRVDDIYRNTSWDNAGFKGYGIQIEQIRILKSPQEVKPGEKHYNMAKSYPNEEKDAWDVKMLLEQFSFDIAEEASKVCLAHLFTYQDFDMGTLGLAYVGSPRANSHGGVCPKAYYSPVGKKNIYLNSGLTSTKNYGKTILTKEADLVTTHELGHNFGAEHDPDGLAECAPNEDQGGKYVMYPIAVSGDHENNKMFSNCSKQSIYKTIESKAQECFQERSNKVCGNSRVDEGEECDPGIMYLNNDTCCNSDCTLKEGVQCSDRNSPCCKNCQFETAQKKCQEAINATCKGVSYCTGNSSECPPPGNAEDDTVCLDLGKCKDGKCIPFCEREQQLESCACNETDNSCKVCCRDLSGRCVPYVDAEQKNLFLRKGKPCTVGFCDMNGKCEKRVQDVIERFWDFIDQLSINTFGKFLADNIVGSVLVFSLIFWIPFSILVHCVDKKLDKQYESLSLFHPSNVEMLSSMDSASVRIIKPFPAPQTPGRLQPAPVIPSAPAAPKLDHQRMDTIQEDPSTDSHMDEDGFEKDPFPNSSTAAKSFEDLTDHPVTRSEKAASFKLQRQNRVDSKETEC
# PLCg1 inh – PLC-gamma1 enzyme inhibitors, primary screen, biochemical, fluorescence, purified enzyme | 1-phosphatidylinositol 4,5-bisphosphate phosphodiesterase gamma-1 (Homo sapiens), P19174 | fluorogenic substrate | inhibition, % at 12.2 µM | AID 720700, 2013 | actives 0.84% (n = 370,000); in the data active = inhibition above about 9.5%
# PLCb3 inh – human PLC-beta3 inhibitors, primary screen, biochemical, fluorescence | 1-phosphatidylinositol 4,5-bisphosphate phosphodiesterase beta-3 (Homo sapiens), Q01970 | Purified PLC-beta3, fluorogenic substrate | inhibition, % at 12.2 µM | actives 0.18% (n = 370,000); in the data active = inhibition above about 11%;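 also: 0% = median of compound wells on plate and 100% = full blocker control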
# TDP2 inh – human TDP2 enzyme inhibitors, primary screen, biochemical, epi absorbance, recombinant enzyme; T5PNP hydrolysis, p-nitrophenol absorbance 415 nm; inhibition, % at 12.8 µM; actives 0.34% (n = 370,000); AID 720702, 2013;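 active = inhibition above the mean of all tested compounds plus 3 SD, set per campaign, cut at about 25% in these data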;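 also: 0% = DMSO with enzyme and 100% = buffer with substrate but no TDP2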
#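 System – recombinant human TDP2 · Amount – 120 nM TDP2 per well · Buffer or medium – Mg2+-containing Tris-HCl buffer, pH 7.5 · Reagent – T5PNP substrate, 5 mM · Dosing – 12.8 µM single point, 1% DMSO · Incubation – 2 h at 37 °C · Measured by – epi absorbance · Read-out basis – percent inhibition · Benchmarks – high control without enzyme, low control DMSO plus TDP2 · Repeats – singlicate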
# ASAP1 GAP inh – inhibitors of human ASAP1 ArfGAP activity, primary screen, biochemical, fluorescence polarization; Arf-GAP with SH3 domain, ANK repeat and PH domain-containing protein 1 (Homo sapiens), …; ASAP1-stimulated ARF1 GTP hydrolysis, GDP FP detection; inhibition, % at 16.5 µM; actives 0.19% (n = 360,000); AID 624377, 2012; in the data active = inhibition above about 25%;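 also: 0% = vehicle with enzyme and substrate and 100% = no enzyme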
# * marks the source's active call; other numbers are inactive results; / = no result given. Outcome played no part in choosing rows; any-hit rate near 3.6%.
SMILES,ARFGAP1 inhibitor,ADAM10 inh,Tn6 DDE FP,SIAE inh,Tn7 DDE FP,ADAM17 inh,PLCg1 inh,PLCb3 inh,TDP2 inh,ASAP1 GAP inh
Cc1ccccc1N(CC(=O)N/N=C/c1cc(Br)c(C)o1)S(C)(=O)=O,6.6,-4.4,-6.6,5.2,5.2,1.4,-0.6,-0.8,-8.1,-9.2
Cc1cc(C)n(-c2ccccc2[N+](=O)[O-])n1,11.9,-6.8,-1.7,-4.8,-2.5,-3.1,-0.2,1.8,8.0,-2.9
CN(C)C(=O)CCC(=O)N1CCCCC1C(=O)Nc1ccc(Oc2ccccc2F)cc1 (stereo not given),9.2,4.5,-12.2,1.1,-4.2,-2.9,-0.6,-6.6,6.2,14.3
CC1(C(=O)O)CCCN(C(=O)c2cccnc2Oc2ccccc2)C1 (stereo not given),1.2,-0.4,3.2,3.0,-1.8,-3.0,4.6,3.8,4.3,-1.7
CCOc1ccc(C(=O)NCCC(=O)NCCCC(=O)O)cc1,19.2,-8.7,1.9,-1.3,-6.3,-0.6,3.3,-2.0,-0.5,3.7
CCc1nc2ccc(C(=O)N3CCN(C)CC3)cn2c1N(C)CCC(C)C,-0.9,-51.9,-4.8,3.9,-3.6,-9.7,-4.3,-9.2,5.2,16.2
COc1ccc(Br)cc1/C=C/C(=O)NC(=S)Nc1ccc(Cl)c(C(=O)O)c1,7.5,-2.0,-4.9,-5.0,1.1,0.1,0.0,-4.8,-1.2,7.3
CC(=O)n1nc(-c2ccc(C)cc2)nc1NCc1ccco1,4.9,3.0,1.0,3.1,-1.6,-1.4,0.4,4.4,1.9,14.8
C=CCNc1nc(Cl)nc(Nc2ccccc2)n1,0.5,8.3,-1.4,-2.4,-7.1,3.5,10.8*,-2.6,-13.9,-9.2
N#C/C(=C\C=C\c1ccccc1)C(=O)Nc1ccccc1,-1.6,2.3,5.6,-4.1,11.1,-2.7,-2.0,0.9,9.0,6.7
O=C(NC(=S)Nc1cccc(C(F)(F)F)c1)c1csnn1,2.3,0.5,-0.2,-1.1,0.2,-1.6,1.3,-2.1,-8.0,10.2
CC(C)c1cccc(C(C)C)c1NC(=O)CN1C(=O)NC2(CCCCCCC2)C1=O,9.6,-5.1,-0.8,-1.4,-3.4,2.4,7.2,-1.6,-4.2,3.2
CC(C)CCNC(=O)CN(Cc1ccc(F)cc1)C(=O)CCC(=O)Nc1ccccn1,-2.5,0.1,-7.9,2.4,-3.0,3.3,3.3,1.3,3.1,12.5
O=C(Cc1cc(=O)[nH]c(=O)[nH]1)NCCN1CCOCC1,11.6,-19.6,8.1,4.3,3.4,-9.6,-12.4,-16.2,-2.6,-2.6
Cc1nnc(NC(=O)CC(C)c2ccccc2)s1 (stereo not given),1.3,-7.2,3.8,-6.9,4.4,-2.1,-1.8,-5.7,-2.5,1.3

# Complete entries as entered above. Order of values: ARFGAP1 inhibitor, ADAM10 inh, Tn6 DDE FP, SIAE inh, Tn7 DDE FP, ADAM17 inh, PLCg1 inh, PLCb3 inh, TDP2 inh, ASAP1 GAP inh
# Profile of CCOc1ccc(C(=O)NCCC(=O)NCCCC(=O)O)cc1 : 19.2, -8.7, 1.9, -1.3, -6.3, -0.6, 3.3, -2.0, -0.5, 3.7
# Profile of CC(C)CCNC(=O)CN(Cc1ccc(F)cc1)C(=O)CCC(=O)Nc1ccccn1 : -2.5, 0.1, -7.9, 2.4, -3.0, 3.3, 3.3, 1.3, 3.1, 12.5
# Profile of Cc1cc(C)n(-c2ccccc2[N+](=O)[O-])n1 : 11.9, -6.8, -1.7, -4.8, -2.5, -3.1, -0.2, 1.8, 8.0, -2.9

# (next part)
SMILES,ARFGAP1 inhibitor,ADAM10 inh,Tn6 DDE FP,SIAE inh,Tn7 DDE FP,ADAM17 inh,PLCg1 inh,PLCb3 inh,TDP2 inh,ASAP1 GAP inh
COC(=O)c1ccc(CNC(=O)Cn2nnnc2CN(C)C(C)C)cc1,2.2,-3.4,-0.8,1.2,9.4,-1.2,-4.5,-6.9,11.4,-1.4
CCCOc1ccc(CSc2nnc(CCC)n2N)cc1,-4.6,1.6,-1.6,2.3,-1.1,-2.4,0.8,1.1,6.0,-13.3
COCCNC(=O)CCc1c(C)nc2c(c(C)nn2-c2ccc(C)c(C)c2)c1C,4.3,-45.2,0.9,-6.3,2.4,-23.3,-26.8,-47.3,9.1,-9.4
COc1ccc(CNC(=O)CCn2c(=O)oc3ccccc32)c(OC)c1,-2.4,-3.6,-3.2,-0.4,-1.6,-6.6,0.3,-9.3,13.4,0.8
O=C(Nc1ccc(F)cc1F)C1CCCN1S(=O)(=O)c1ccc(-c2ccc(=O)[nH]n2)s1 (stereo not given),7.6,-8.8,-5.8,-9.6,-5.8,-1.5,-1.6,-8.9,3.4,-2.6
CCSc1ncc(Cl)c(C(=O)Nc2ccc(S(=O)(=O)Nc3onc(C)c3C)cc2)n1,1.0,4.0,-8.1,0.1,1.2,-0.4,-0.6,-1.5,15.5,-0.6
COC(=O)[C@@]12CCCCN1[C@H](c1ccc(-c3ccc4c(c3)OCO4)cc1)[C@H]1C(=O)N(C)C(=O)[C@H]12,-3.5,0.0,1.6,-6.7,-7.8,-0.3,0.2,3.5,10.8,11.0
Clc1ccccc1-c1ncc(-c2ccccc2)o1,2.4,-35.7,-2.5,-3.3,-0.8,-12.4,-3.3,-8.8,4.7,0.3
Cc1cc(C)nc(NC(=O)C(C)C)n1,-3.2,6.4,9.6,4.7,4.4,-2.0,0.1,5.2,9.2,-2.5
O=C(CCC1CCN(C(=O)CC2=CCCCC2)CC1)NCc1ccc(F)cc1,-9.9,-58.5,8.4,-1.8,5.4,-16.7,-10.1,-11.9,-0.2,-21.2
O=C(NC1CCCCN(Cc2cccc(C(F)(F)F)c2)C1=O)c1ccc(Cl)c(Cl)c1 (stereo not given),/,-3.4,1.4,-3.5,5.2,-4.5,-1.1,-2.6,3.8,/
N#CCSc1nnc2c(Cl)cc(Cl)cn12,14.4,-4.4,1.3,-6.4,-1.1,-3.5,-1.0,-4.0,-0.2,8.2
Cc1ccc(/C=C/C(=O)O)cc1S(=O)(=O)N(C)CCO,-9.2,-4.5,2.1,0.3,1.7,-3.1,0.2,1.0,-0.5,-12.2
Cc1cc(S(=O)(=O)NCc2ccccc2)ccc1OCC(=O)NCc1ccncc1,5.5,0.8,-0.4,8.6,-8.0,1.4,1.3,-5.3,6.9,2.5
CN(Cc1nc(-c2ccccn2)no1)S(=O)(=O)c1ccc(Cl)cc1,-4.8,5.5,0.1,-3.0,7.3,-4.3,-4.2,-1.6,0.4,-6.1
CSc1cc(-c2ccccc2)n(Cc2ccccc2Cl)c(=O)c1C#N,-5.4,3.1,-2.1,-2.4,5.0,-2.4,-0.3,1.2,6.7,-11.2
Cc1ccc(CN(C)C(=O)C2CCC(=O)N(C3CCCCCC3)C2)cc1 (stereo not given),0.5,-1.6,0.7,0.8,3.3,-1.6,1.0,-2.2,-6.4,11.0
COc1cccc(C2CC(c3ccccc3OC)n3ncnc3N2)c1 (stereo not given),-8.9,-7.5,0.1,12.0,2.1,0.0,0.7,-7.8,5.8,-5.0
COc1ccc2oc(C(=O)OCC(=O)N3CCCC3=O)c(C)c2c1,4.6,-260.4,3.4,2.8,-5.8,-80.5,-99.1,-111.5,-5.8,-11.4
COc1ccc(NC(=O)CSc2nnc3ccc(-c4ccccn4)nn23)c(OC)c1,-5.5,-5.8,1.7,-4.2,0.4,-1.7,2.4,-0.9,1.9,-1.5
COc1ccc(CN2C(=O)CSCC2(C)C(=O)Nc2ccc3c(c2)OCCO3)cc1 (stereo not given),11.9,-18.5,-1.7,5.0,3.3,-3.6,1.6,0.5,7.8,1.4
CCOC(=O)C1=C(C)NC(C)=C(C(=O)OCC)C1C(=O)OCC(=O)N(CC)C1CCS(=O)(=O)C1 (stereo not given),7.7,-55.1,2.8,9.0,-7.3,-19.0,-36.4,-56.1,0.6,-0.3
COc1cccc(-c2nc(CS(=O)(=O)CC(=O)Nc3c(C)cccc3C)c(C)o2)c1,3.2,-3.4,-1.4,-1.1,-14.4,0.6,1.6,3.3,-0.8,-7.5
O=C(NCC1CCCO1)c1ccc2c(c1)N(Cc1ccccc1)C(=O)CS2=O (stereo not given),23.8,-7.5,4.7,-2.9,6.0,0.0,0.2,0.2,-0.3,-1.1
CC(C)Oc1snc(Cl)c1C(N)=O,12.2,4.6,3.0,2.1,0.8,-0.7,0.2,-1.4,-0.5,4.3
Cc1cc2ncn(C(=O)c3c(-c4ccccc4)noc3C)c2cc1C,-1.4,2.5,3.1,-0.2,4.9,-0.3,-0.9,1.4,-2.3,9.2
C#CC1(O)CC(C)N(C)C(C)C1 (stereo not given),4.5,-16.7,0.1,-0.4,-1.6,-5.2,1.2,2.6,0.2,-4.2
Cc1ccc(NC(=O)CSc2cn[nH]n2)cc1,2.1,6.7,-0.3,-3.0,-6.7,-1.6,0.5,-3.1,6.7,-2.8
COc1ccc(CNC(=O)C(NC(C)=O)C(=O)Nc2ccc(OC)cc2)cc1 (stereo not given),6.8,-4.2,7.4,6.4,7.5,-4.5,-3.0,-3.1,1.2,-10.0
CCOC(=O)C1(Cc2ccccc2C)CCCN(S(=O)(=O)CC)C1 (stereo not given),6.5,-4.5,-0.3,0.7,-3.8,0.6,1.6,-7.1,-5.4,1.9
O=C1CCCN1CC(O)CS(=O)(=O)Cc1ccc(Cl)cc1 (stereo not given),-4.9,4.1,8.0,13.2,-6.4,3.1,8.9,-2.9,-12.0,-1.8
CCOC(=O)N1N=C(c2ccccc2)CC1(O)C(C)(F)F (stereo not given),1.9,-7.8,2.5,-2.9,-5.4,-2.6,-0.7,-0.8,-0.5,6.4
CCN(NC(=O)C(O)(c1ccccc1)c1ccccc1)C(=O)c1ccccc1,3.3,-2.0,-3.9,-0.5,-5.1,-0.4,-3.8,3.6,-0.1,-22.0

# Screening data from PubChem.
